# TRPC6 inhibitor – mouse TRPC6 channel inhibitors, primary screen, cell-based, HEK293, membrane potential dye | Short transient receptor potential channel 6 (Mus musculus), Q61143 | ACh-evoked depolarization; active compounds read low | B-score at 10 µM | 1.1% of 310,000 active;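 active = B-score under library mean minus 3 SD, initial fluorescence not abnormally high, positive integrated signal ratio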;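 note: B-score derived from integrated fluorescence ratio over the kinetic read; more negative B-score means stronger inhibition of depolarization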
# SKKanGAS inh – S. pyogenes SKKanGAS growth inhibitors in kanamycin, primary screen, streptokinase expression inhibitor project, SKKanGAS strain, BacTiter-Glo luminescence; 6 h; inhibition, % at 7.5 µM; 1.3% of 300,000 active; AID 1662, 2009;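 active = mean replicate score, as percent of positive control median, at least 50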;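 note: strain carries kanamycin resistance gene driven by streptokinase promoter and grows in 40 µg/ml kanamycin; loss of luminescence reflects streptokinase promoter inhibition or plain growth inhibition; 0% = median of DMSO wells and 100% = positive control at its reference dose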
# TRPC4 block – inhibitors of mouse TRPC4 channel, primary screen, Fluo4 calcium, HEK293 TRPC4beta/mu-opioid cells; DAMGO-evoked Fluo4 calcium flux; active compounds read low; B-score at 10 µM; 0.39% of 300,000 active; AID 2247, 2010;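 active = B-score over 3 SD under the library average, no early fluorescence shift, positive overall ratio signal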
#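 Signal: kinetic Fluo4 fluorescence imaging of calcium influx. Material: stable TRPC4beta/mu-opioid receptor HEK293 cells. Probe or stimulus: DAMGO in two steps, submaximal then maximal.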
# MrgX1 antag – antagonists of human MrgX1 receptor, primary screen, HEK293 cells, Fluo-4 calcium flux; BAM8-22 antagonism; active compounds read low; B-score at 10 µM; AID 588676, 2011; 1.3% of 310,000 active;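 active = calcium-response B-score plate-corrected more than 3 library SD below zero, starting fluorescence within 5 deviations, no agonist response on first addition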;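 note: peak minus trough fluorescence over baseline after final BAM8-22 challenge near maximal dose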
# Target sequence (Q96LB2 whole entry, looked up): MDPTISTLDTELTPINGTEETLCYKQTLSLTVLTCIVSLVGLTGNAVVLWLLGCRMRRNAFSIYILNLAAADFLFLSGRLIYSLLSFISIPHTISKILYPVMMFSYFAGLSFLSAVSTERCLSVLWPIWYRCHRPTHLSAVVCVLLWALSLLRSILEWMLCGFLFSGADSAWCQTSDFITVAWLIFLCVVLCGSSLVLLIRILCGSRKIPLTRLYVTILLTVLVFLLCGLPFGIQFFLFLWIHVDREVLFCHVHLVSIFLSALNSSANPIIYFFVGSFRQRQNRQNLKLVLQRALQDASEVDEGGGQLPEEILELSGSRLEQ
# KLF5 inhibitor – KLF5 expression inhibitors, primary screen, DLD-1 cells, luminescence; DLD-1 KLF5 promoter-luciferase reporter; inhibition, % at 5 µM; 0.23% of 290,000 active; AID 1700, 2009;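 active = inhibition above a per-plate limit of that plate's mean compound inhibition plus 3 SD, cut at about 60% in these data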;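 note: 0% = DMSO wells and 100% = LY294002 at 200 µM; higher means less KLF5 promoter-driven luciferase light; inactives centre near -14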
# TRPC4 PAM – positive allosteric modulators of TRPC4, primary screen, cell-based, mouse TRPC4beta, HEK293 mu-opioid, Fluo-4 calcium; 0.42% of 310,000 active; DAMGO EC20, Fluo-4 Ca2+ flux; active compounds read high; Short transient receptor potential channel 4 (Mus musculus), Q9QUQ5; B-score at 10 µM;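 active = B-score of calcium response area above 5 SD of library B-scores, with initial fluorescence ratio within 5 SD of library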;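 note: B-score of integrated fluorescence ratio over time as area under calcium response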
# TRPC4 act – activators of mouse TRPC4 channel, primary screen, Fluo4 calcium, HEK293 TRPC4beta/mu-opioid cells; B-score at 10 µM; AID 2237, 2010; Short transient receptor potential channel 4 (Mus musculus), Q9QUQ5; Fluo4 calcium fluorescence; active compounds read high; 0.49% of 310,000 active;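 active = B-score above 5 SD of library B-scores, and initial fluorescence ratio not above library mean plus 5 SD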;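 note: positive B-score marks a calcium rise read as TRPC4 activation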
#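 Incubation: 45 min room-temperature Fluo4 loading, 110 s read / System: HEK293 cells stably co-expressing mouse TRPC4beta and mu-opioid receptor / Signal: Fluo4 fluorescence, kinetic / Control set: buffer (low) and maximal DAMGO (high) / Measure: integrated baseline-normalised fluorescence ratio, converted to per-well B score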
# IEC-6 cytotox – cytotoxicity in IEC-6 intestinal epithelial cells, primary screen, cytotoxicity control for KLF5 inhibitor project, cell-based, luminescence; IEC-6 cytotoxicity, luminescence viability; inhibition, % at 5 µM; 0.78% of 290,000 active; in the data active = inhibition above about 22%;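 note: 0% = plate median of test compound wells and 100% = cytotoxic reference compound wells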
# TRPC6 activator – mouse TRPC6 channel activators, primary screen, cell-based, HEK293, membrane potential dye; HEK293-TRPC6 membrane potential dye fluorescence; active compounds read high; B-score at 10 µM; 0.13% of 310,000 active; AID 2550, 2010;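 active = B-score of the integrated fluorescence ratio above library mean plus 3 SD, and starting fluorescence ratio within library mean plus 5 SD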;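 note: higher score means more depolarization so channel activation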
# aSyn UTR inh – MLPCN primary screen, SNCA 5' untranslated region; alpha-synuclein 5'UTR reporter, inhibitor activity; inhibition, % (tested at 7.5 µM); 0.82% of 300,000 active; in the data active = inhibition above about 60%;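 note: H4 neuroglioblastoma cells stably carrying SNCA 5'UTR luciferase fusion; 0% = DMSO wells and 100% = positive control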
# HIF act – HIF pathway transcriptional activators, primary screen, cell-based, U2OS HRE-luciferase, luminescence | 0.32% of 300,000 active | U2OS HRE-luciferase reporter; normalized: DMSO 0%, desferrioxamine 100% | activation, % at 7.5 µM (by protocol);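 active = mean activation of at least 10% of the iron chelator positive control signal, with at least half of replicates also reaching 10%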
# Starred values were filed as active, the others as inactive; i = inactive; . = no result given.
entry | Molecule | TRPC6 inhibitor | SKKanGAS inh | TRPC4 block | MrgX1 antag | KLF5 inhibitor | TRPC4 PAM | TRPC4 act | IEC-6 cytotox | TRPC6 activator | aSyn UTR inh | HIF act
1 | CN(C(=O)CSc1nnc(-c2ccccc2)c(-c2ccccc2)n1)C1CCS(=O)(=O)C1 (stereo not drawn) | i | -1.1 | i | i | 9.5 | i | i | 4.0 | i | 2.2 | -0.1
2 | CC(C)(C)NC(=O)CSc1nnc(-c2ccncc2)n1Cc1ccccc1 | i | 1.3 | i | i | -38.1 | i | i | 3.1 | i | -11.7 | -3.3
3 | Cc1ccc(C(=O)NS(=O)(=O)c2ccc(C)cc2)cc1 | i | 0.1 | i | i | -18.4 | i | i | -10.1 | i | -9.4 | -0.1
4 | Cn1cccc1Cc1nnc(SCC(=O)N2CCCC2)n1CCc1ccccc1 | i | -4.7 | i | i | -20.6 | i | i | -4.7 | i | 3.0 | 0.1
5 | [O-]/C(=C(\C(=S)Nc1cccc2ccccc12)[n+]1ccccc1)c1ccc(Cl)s1 | i | 17.7 | i | i | -8.6 | i | i | -0.3 | i | -63.3 | 0.4
6 | CC1=C(C(=O)Nc2cccc(C(=O)NC3CCCCC3C)c2)SCCO1 (stereo not drawn) | i | 18.5 | i | i | -16.6 | i | i | 6.0 | i | 8.1 | -0.4
7 | Nc1cccnc1Oc1ccc(F)cc1F | i | -2.0 | i | i | -18.8 | i | i | 2.1 | i | 9.2 | -1.0
8 | COc1cc(OC)cc(C(=O)N[C@H](C(=O)Nc2nc(-c3cc(OC)ccc3OC)cs2)C(C)C)c1 | i | 27.5 | i | i | -10.4 | i | i | -2.7 | i | 17.0 | 0.0
9 | Cn1cc(/C=C(\C#N)C(=O)Nc2ccccc2O)c2ccccc21 | i | 20.7 | i | i | -96.6 | i | i | -3.2 | i | -118.4 | 4.0
10 | COC(=O)CSc1nc2ccccc2o1 | i | 11.6 | i | i | 6.5 | i | i | -2.5 | i | 8.8 | -0.1
11 | C=CCNC(=O)C(=O)N/N=C/c1ccco1 | i | -0.1 | i | i | 9.5 | i | i | 6.9 | i | -23.1 | -0.6
12 | Cc1noc(C)c1NC(=O)N1CCN(Cc2ccccc2)CC1 | i | -1.2 | i | i | 22.0 | i | i | -8.8 | i | 7.6 | -0.3

# The listing continues.
entry | Molecule | TRPC6 inhibitor | SKKanGAS inh | TRPC4 block | MrgX1 antag | KLF5 inhibitor | TRPC4 PAM | TRPC4 act | IEC-6 cytotox | TRPC6 activator | aSyn UTR inh | HIF act
13 | Cc1ccc2c(c1)c1c(n2CC(O)Cn2c(C)nc3ccccc32)CCCC1 (stereo not drawn) | i | 10.2 | i | i | -17.9 | i | i | -1.9 | i | 7.2 | 0.5
14 | Cc1nc(SCC(=O)NC2CCCC2)[nH]c(=O)c1Cc1ccccc1 | i | 7.6 | i | i | -38.3 | i | i | 3.8 | i | -1.4 | -0.3
15 | CC(C)Cc1cc(C(=O)N2CCN(c3ccc(F)cc3)CC2)no1 | i | -5.6 | i | i | 1.4 | i | i | 1.3 | i | -41.4 | 0.0
16 | Cc1cccc(N2C(=O)N3[C@H](c4ccc(Br)cc4)[C@@H]4C(=O)N(C(C)(C)C)C(=O)[C@@H]4[C@]3(C)C2=O)c1 | i | -4.7 | i | i | -9.9 | i | i | 7.4 | i | 19.6 | -0.1
17 | O=C(COc1cccc(Cl)c1)Nc1nc(-c2ccc(S(=O)(=O)N3CCOCC3)cc2)cs1 | i | 12.9 | i | . | -38.4 | i | i | -2.3 | i | 6.9 | -0.2
18 | COC(=O)c1ccc(-c2nc(CN3CCCN(C(=O)c4ccco4)CC3)c(C)o2)cc1 | i | -2.3 | i | i | -14.3 | i | i | -2.5 | i | -29.6 | 1.3
19 | C/C(Cn1nc([N+](=O)[O-])cc1C)=N\NC(=O)c1ccc(O)cc1O | i | 1.6 | i | i | -4.8 | i | i | -8.5 | i | -7.6 | 0.1
20 | COCCNC(=O)c1cn(C)c2ccc(S(=O)(=O)N3CCCCC3)cc2c1=O | i | 5.9 | i | i | 0.1 | i | i | 21.8 | i | 17.8 | -0.2
21 | Cc1ccc(OCC(=O)N2CCc3ccccc32)c([N+](=O)[O-])n1 | i | -0.7 | i | i | -3.8 | i | i | 3.6 | i | -39.7 | 0.6
22 | COc1cc(/C=C/C(=O)Nc2nnc(CC(C)C)s2)cc(OC)c1OC | i | 1.2 | i | i | -12.0 | i | i | 9.9 | i | 3.1 | -0.3
23 | COc1ccc(/C(C)=N/N=C(\C)c2ccc(OC)cc2OC)c(OC)c1 | i | -5.3 | i | i | -10.3 | i | i | -4.4 | i | 4.2 | -0.2
24 | Cc1ccccc1Nc1c(-c2cccnc2)nc2ccccn12 | -5.57* | 0.2 | i | i | -14.5 | i | i | -0.7 | i | 31.6 | -0.5

# 13 entries from above in another layout:
9	Cn1cc(/C=C(\C#N)C(=O)Nc2ccccc2O)c2ccccc21
10	COC(=O)CSc1nc2ccccc2o1
11	C=CCNC(=O)C(=O)N/N=C/c1ccco1
12	Cc1noc(C)c1NC(=O)N1CCN(Cc2ccccc2)CC1
13	Cc1ccc2c(c1)c1c(n2CC(O)Cn2c(C)nc3ccccc32)CCCC1 (stereo not drawn)
14	Cc1nc(SCC(=O)NC2CCCC2)[nH]c(=O)c1Cc1ccccc1
15	CC(C)Cc1cc(C(=O)N2CCN(c3ccc(F)cc3)CC2)no1
16	Cc1cccc(N2C(=O)N3[C@H](c4ccc(Br)cc4)[C@@H]4C(=O)N(C(C)(C)C)C(=O)[C@@H]4[C@]3(C)C2=O)c1
17	O=C(COc1cccc(Cl)c1)Nc1nc(-c2ccc(S(=O)(=O)N3CCOCC3)cc2)cs1
18	COC(=O)c1ccc(-c2nc(CN3CCCN(C(=O)c4ccco4)CC3)c(C)o2)cc1
screen / no. | 9 | 10 | 11 | 12 | 13 | 14 | 15 | 16 | 17 | 18
TRPC6 inhibitor | i | i | i | i | i | i | i | i | i | i
SKKanGAS inh | 20.7 | 11.6 | -0.1 | -1.2 | 10.2 | 7.6 | -5.6 | -4.7 | 12.9 | -2.3
TRPC4 block | i | i | i | i | i | i | i | i | i | i
MrgX1 antag | i | i | i | i | i | i | i | i | . | i
KLF5 inhibitor | -96.6 | 6.5 | 9.5 | 22.0 | -17.9 | -38.3 | 1.4 | -9.9 | -38.4 | -14.3
TRPC4 PAM | i | i | i | i | i | i | i | i | i | i
TRPC4 act | i | i | i | i | i | i | i | i | i | i
IEC-6 cytotox | -3.2 | -2.5 | 6.9 | -8.8 | -1.9 | 3.8 | 1.3 | 7.4 | -2.3 | -2.5
TRPC6 activator | i | i | i | i | i | i | i | i | i | i
aSyn UTR inh | -118.4 | 8.8 | -23.1 | 7.6 | 7.2 | -1.4 | -41.4 | 19.6 | 6.9 | -29.6
HIF act | 4.0 | -0.1 | -0.6 | -0.3 | 0.5 | -0.3 | 0.0 | -0.1 | -0.2 | 1.3

19	C/C(Cn1nc([N+](=O)[O-])cc1C)=N\NC(=O)c1ccc(O)cc1O
20	COCCNC(=O)c1cn(C)c2ccc(S(=O)(=O)N3CCCCC3)cc2c1=O
21	Cc1ccc(OCC(=O)N2CCc3ccccc32)c([N+](=O)[O-])n1
screen / no. | 19 | 20 | 21
TRPC6 inhibitor | i | i | i
SKKanGAS inh | 1.6 | 5.9 | -0.7
TRPC4 block | i | i | i
MrgX1 antag | i | i | i
KLF5 inhibitor | -4.8 | 0.1 | -3.8
TRPC4 PAM | i | i | i
TRPC4 act | i | i | i
IEC-6 cytotox | -8.5 | 21.8 | 3.6
TRPC6 activator | i | i | i
aSyn UTR inh | -7.6 | 17.8 | -39.7
HIF act | 0.1 | -0.2 | 0.6

# Bioassay records deposited in PubChem BioAssay by several laboratories.
